# ZTA counter: ZTA (EBV) inhibition in EBNA-1 counter-screen. P03206. ZTA-DNA binding, fluorescence polarization. inhibition, % at 11 µM. 0.15% of 320,000 active. AID 2234; in the data active = inhibition above about 33%
# core dimer inh: inhibitors of HCV core protein dimerization, primary screen, biochemical, TR-FRET, high-throughput. TR-FRET GST/Flag-core106 dimerization, 1536-well. inhibition, % at 5 µM. 0.33% of 300,000 active. AID 1899, 2009;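 active = inhibition above the mean of all tested compounds plus 3 SD, set per screening campaign, cut at about 45% in these data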
#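 assay system = GST-tagged and Flag-tagged HCV core protein residues 1-106 | controls = unlabelled core106 and no-GST-core106 wells | incubation = compound-protein-antibody incubation 4 h at 22.5 °C | probe or stimulus = Eu donor and XL665 acceptor anti-tag antibodies | read-out = % inhibition based on acceptor/donor emission ratio | signal = TR-FRET 671 and 617 nm emission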
# CTSL1 counter: Fasciola hepatica cathepsin L1 inhibitors, primary screen, counter-screen for PFM18AAP inhibitor project, biochemical, QFRET, fluorogenic peptide substrate | recombinant F. hepatica cathepsin L1, Z-Leu-Arg-MCA fluorescence | inhibition, % at 5.96 µM | 0.49% of 300,000 active;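 active = inhibition above the mean of all tested compounds plus 3 SD, set per screening campaign, cut at about 17% in these data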;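 note: 0% = plate median of test compound wells and 100% = 1 µM Z-Phe-Ala-diazomethylketone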
# TPT1 inhibitor: Candida albicans TPT1 enzyme inhibitors, primary screen, biochemical, fluorescence polarization. tRNA 2'-phosphotransferase TPT1 (Candida albicans SC5314). recombinant caTPT1, FP RNA substrate dephosphorylation. inhibition, % at 5 µM. 0.81% of 300,000 active;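 active = inhibition above the mean of all tested compounds plus 3 SD, set per screening campaign, cut at about 24% in these data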;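 note: plate controls were DMSO alone for no effect and ferristatin control at 100 nM for full effect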
# EBNA-1 inhibitor: EBNA-1 DNA-binding inhibitors, primary screen, biochemical, fluorescence polarization | inhibition, % at 14.8 µM | 0.34% of 300,000 active; in the data active = inhibition above about 28%
# PP5 primary: PP5 phosphatase inhibitors, primary screen, biochemical, fluorescence. Serine/threonine-protein phosphatase 5 (Homo sapiens), P53041. purified PP5c, OMFP substrate fluorescence. inhibition, % at 6.7 µM. 0.18% of 320,000 active;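 active = inhibition above the campaign's mean inhibition across all tested compounds plus 3 SD, cut at about 9.5% in these data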;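 note: 0% = DMSO only and 100% = 100 µM cantharidin control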
# PP1 counter: PP1-alpha phosphatase inhibitors, primary screen, counter-screen for PP5 inhibitor project, biochemical, fluorescence, OMFP substrate, single point; inhibition, % at 6.7 µM; 0.9% of 320,000 active; purified PP1alpha; Serine/threonine-protein phosphatase PP1-alpha catalytic subunit (Homo sapiens), P62136; AID 2235, 2010;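 active = inhibition above the mean inhibition of all tested compounds plus 3 SD, computed separately for each screening campaign, cut at about 15% in these data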
# Target sequence (P62136 whole entry, looked up): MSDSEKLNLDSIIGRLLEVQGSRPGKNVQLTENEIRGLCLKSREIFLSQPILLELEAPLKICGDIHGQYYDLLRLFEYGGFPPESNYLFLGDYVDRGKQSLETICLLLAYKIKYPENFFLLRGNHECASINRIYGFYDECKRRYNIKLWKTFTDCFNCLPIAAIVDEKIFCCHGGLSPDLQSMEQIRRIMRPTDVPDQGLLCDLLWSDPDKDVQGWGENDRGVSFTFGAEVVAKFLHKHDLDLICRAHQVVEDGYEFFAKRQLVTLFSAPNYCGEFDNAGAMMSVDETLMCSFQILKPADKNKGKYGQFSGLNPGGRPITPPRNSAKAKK
# PREPL inhibitor: PREPL enzyme inhibitors, primary screen, biochemical, fluorescence polarization; Prolyl endopeptidase-like (Homo sapiens), Q4J6C6; recombinant PREPL, fluorescence polarization activity-based probe; inhibition, % at 5.96 µM; 0.68% of 320,000 active; AID 2751, 2010; in the data active = inhibition above about 43%;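 note: 0% = enzyme with DMSO and 100% = wells lacking enzyme; many of its hits are not listed in these tables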
# Target sequence (Q4J6C6 whole entry, looked up): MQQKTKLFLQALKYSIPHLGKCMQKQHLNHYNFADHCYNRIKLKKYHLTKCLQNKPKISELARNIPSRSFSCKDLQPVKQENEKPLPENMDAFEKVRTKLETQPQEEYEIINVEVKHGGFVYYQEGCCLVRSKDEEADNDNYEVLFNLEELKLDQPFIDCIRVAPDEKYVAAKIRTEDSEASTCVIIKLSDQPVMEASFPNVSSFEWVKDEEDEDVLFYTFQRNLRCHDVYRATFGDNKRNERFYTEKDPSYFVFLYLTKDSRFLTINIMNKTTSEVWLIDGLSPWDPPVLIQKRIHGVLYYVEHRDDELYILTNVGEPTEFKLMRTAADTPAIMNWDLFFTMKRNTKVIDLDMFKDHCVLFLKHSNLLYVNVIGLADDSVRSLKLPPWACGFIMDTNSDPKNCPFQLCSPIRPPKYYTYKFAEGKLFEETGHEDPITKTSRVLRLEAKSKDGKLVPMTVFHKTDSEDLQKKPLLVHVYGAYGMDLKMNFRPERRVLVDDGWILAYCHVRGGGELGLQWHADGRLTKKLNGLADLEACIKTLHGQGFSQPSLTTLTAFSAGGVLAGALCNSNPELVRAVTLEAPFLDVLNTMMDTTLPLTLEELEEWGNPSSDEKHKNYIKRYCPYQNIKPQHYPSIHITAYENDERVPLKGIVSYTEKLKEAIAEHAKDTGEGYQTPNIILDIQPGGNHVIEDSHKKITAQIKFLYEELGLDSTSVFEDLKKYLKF
# Efflux pump mplx: inhibitors of Candida efflux pumps in yeast, primary screen, S. cerevisiae, Nile Red, multiplex. S. cerevisiae Candida pump triplex. inhibition, % at 10 µM. 0.44% of 330,000 active. AID 485275, 2010;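 active = plate passing quality check with inhibition over a set limit, or well fluorescence over plate mean plus 4 SD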;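 note: Nile Red retained in pooled yeast measured as flow cytometry median fluorescence; 0% = buffer negative control and 100% = Enniatin B positive control; higher means more Nile Red kept so more efflux inhibition; some compounds called inactive have numbers as strong as hits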
# * hit, by the source's call; x = no result given. Not all compounds are listed; count on the stated rates, not on these rows.
SMILES,ZTA counter,core dimer inh,CTSL1 counter,TPT1 inhibitor,EBNA-1 inhibitor,PP5 primary,PP1 counter,PREPL inhibitor,Efflux pump mplx
CCOC(=O)/C(C(=O)Nc1ccc(Br)cc1)=C1/NC(C)(C)Cc2ccccc21,3,-15,-7,-2,-3,-1.4,7,14,-0.4
O=C(CCCl)N1CCN(c2nc(-c3ccccc3)cs2)CC1,-7,6,-5,-4,-4,2.0,-2,-4,0.0
NC(=O)c1ccccc1NC(=O)Nc1cccc2ccccc12,18,7,2,-4,3,-0.4,-1,10,-0.1
COC(=O)c1sc(N)c(C(=O)OC)c1CSc1nnc(-c2ccccc2Cl)n1C,-1,5,-8,0,-1,3.0,3,8,-0.2
CC(NCCOCCOc1ccccc1)c1ccccc1 (stereo not given),-1,-2,1,0,-1,-1.3,1,-10,0.2
COc1cc2c(cc1OC)CN(C(=O)c1oc3ccccc3c1C)CC2,2,5,0,1,-10,2.8,2,1,0.3
O=[N+]([O-])c1ccc(-c2cn(-c3ccccc3)c(=S)[nH]2)cc1,2,17,-1,-1,0,0.9,-2,14,0.2
CCN(CC)S(=O)(=O)c1cccc(C(=O)Nc2cc(C)on2)c1,-12,10,-5,2,6,3.2,4,-2,0.3
Cc1ccc(NS(=O)(=O)c2cccc(C(=O)NN3CCOCC3)c2)cc1,2,2,-3,5,-11,0.1,1,6,0.3
COc1ccc(N2CCN(C(=O)COC(=O)CCc3ccccc3OC)CC2)cc1,-5,1,-19,-2,1,0.2,-3,3,0.1
COc1ccccc1CCc1nnc(CCC(=O)NCC2CCCO2)o1 (stereo not given),7,0,-3,1,3,0.5,-2,5,0.1
COC(=O)/C=C1/S/C(=N/NC(=O)c2ccccc2C)NC1=O,3,5,2,-3,11,-1.2,-1,4,0.0
CCN(CC)c1ccc(NC(=O)c2ccc3c(c2)OCO3)c(C)c1,-21,-20,-3,-1,-6,0.8,1,-1,0.3
COCCNC(=S)N1CCN(c2nc3ccccc3s2)CC1,6,-4,0,0,-2,0.3,-3,-12,0.0
COc1cccc(-n2c(SCC(=O)Nc3nc4ccccc4s3)nc3ccccc3c2=O)c1,3,13,-2,-1,10,0.9,-3,1,0.3
O=c1[nH]cnc2[nH]ncc12,-5,-2,2,-3,-4,1.5,-1,13,0.0
CCC(=O)N1CCCc2cc(S(=O)(=O)N3CCN(c4ncccn4)CC3)ccc21,1,-4,0,2,-10,1.1,-2,8,0.0
Cc1ccc(C(=O)N/N=C\c2cc3c(cc2Br)OCO3)cn1,3,-2,2,-4,22,-2.1,-1,-9,0.1
Cc1cc(C(=O)CSc2ccc(F)cc2)cc(C)c1OC(=S)N(C)C,-15,1,-1,-2,-13,4.5,1,5,0.0
CCCC(c1nnnn1Cc1ccc(F)cc1)N1CCN(CC)CC1 (stereo not given),0,3,-6,-2,-12,0.8,1,-54,0.2
O=C(COC(=O)c1cccc(Cl)c1)NC1CCCCCCC1,0,x,x,x,x,-0.7,-1,15,0.2
CC(O)[C@H]1CC[C@H]2[C@@H]3CC[C@H]4C[C@H](O)CC[C@]4(C)[C@H]3[C@H](O)C[C@]12C (stereo not given in full),2,-9,-2,1,-3,0.3,-2,-16,0.1
COc1ccc(C2=NN(CCC(=O)NCc3ccc4c(c3)OCO4)C(=O)CC2)cc1,-5,-2,-2,-2,-12,3.0,-1,0,0.2
O=C(CSc1nc2ncc(Cl)cc2[nH]1)c1c[nH]c2ccccc12,-14,6,-4,7,31*,1.4,-2,5,0.0
COc1ccc(NC(=O)c2cc(-c3cccs3)on2)cc1,12,13,3,-2,0,1.4,2,-1,-0.1

# In the list so far, these have four or more nitrogen atoms.
SMILES,ZTA counter,core dimer inh,CTSL1 counter,TPT1 inhibitor,EBNA-1 inhibitor,PP5 primary,PP1 counter,PREPL inhibitor,Efflux pump mplx
COC(=O)c1sc(N)c(C(=O)OC)c1CSc1nnc(-c2ccccc2Cl)n1C,-1,5,-8,0,-1,3.0,3,8,-0.2
COCCNC(=S)N1CCN(c2nc3ccccc3s2)CC1,6,-4,0,0,-2,0.3,-3,-12,0.0
COc1cccc(-n2c(SCC(=O)Nc3nc4ccccc4s3)nc3ccccc3c2=O)c1,3,13,-2,-1,10,0.9,-3,1,0.3
O=c1[nH]cnc2[nH]ncc12,-5,-2,2,-3,-4,1.5,-1,13,0.0
CCC(=O)N1CCCc2cc(S(=O)(=O)N3CCN(c4ncccn4)CC3)ccc21,1,-4,0,2,-10,1.1,-2,8,0.0
CCCC(c1nnnn1Cc1ccc(F)cc1)N1CCN(CC)CC1 (stereo not given),0,3,-6,-2,-12,0.8,1,-54,0.2
O=C(CSc1nc2ncc(Cl)cc2[nH]1)c1c[nH]c2ccccc12,-14,6,-4,7,31*,1.4,-2,5,0.0

# The list goes on:
SMILES,ZTA counter,core dimer inh,CTSL1 counter,TPT1 inhibitor,EBNA-1 inhibitor,PP5 primary,PP1 counter,PREPL inhibitor,Efflux pump mplx
O=C(Nc1ccccc1Cl)c1ccc(-c2ccccn2)s1,8,7,5,0,-9,0.3,-6,9,-0.1
COc1ccc(Cl)cc1S(=O)(=O)N1CCN(C(=O)COc2ccccc2)CC1,3,-3,-2,1,-1,2.8,-1,22,-0.1
Cc1c(Cl)cccc1NC(=S)N(C)CCC#N,6,-3,0,-1,9,-0.9,-1,16,-0.1
Cc1ccc(S(=O)(=O)C2(C(=O)Nc3cccnc3)CC2)cc1,4,-1,-4,-7,-3,-3.0,-2,-6,-0.1
COc1ccc(NC2CCCN(C(=O)CSc3ccccc3)C2)cc1 (stereo not given),-14,0,2,-1,-4,1.4,0,8,-0.1
CC(C(=O)N1CCc2ccccc21)N1CCN(Cc2ccc(Cl)cc2)CC1 (stereo not given),11,0,1,0,-12,-0.8,-5,11,0.2
CC(NC(=O)c1cc2c(=O)n(C)c3ccccc3c2n1C)c1ccc2c(c1)OCCO2 (stereo not given),6,6,2,-1,2,-0.5,1,-2,-0.2
O=C1NC2NC(=O)N(C(Cc3ccccc3)C(=O)O)C2N1 (stereo not given),7,-1,-3,-3,9,-1.9,-4,6,-0.2
Cc1cccc(C(C)C)c1NC(=O)c1ccc(COc2ccc3c(C)cc(=O)oc3c2)cc1,24,17,-1,-1,9,3.9,17*,-10,0.2
CCC(C)NCCOc1ccc(C(C)(C)c2ccccc2)cc1 (stereo not given),-2,-6,-9,1,2,-2.0,3,-73,0.0
CN(C)/C=C(\C(=O)c1ccccc1)c1nnnn1-c1ccccc1,2,3,1,0,9,-0.8,-6,-9,0.2
Cc1ccc(-c2nn(CC(=O)NCc3cc(-c4nn(C)c(=O)c5ccccc45)ccc3C)c(=O)c3ccccc23)cc1,-4,6,-2,-5,1,-2.2,-1,2,-0.1
Nc1[nH]n(-c2ccccc2)c(=O)c1N=Nc1ccccc1[N+](=O)[O-],6,-14,0,-1,-17,-0.4,5,2,-0.1
CCNc1nc(Nc2ccc(C)c(Cl)c2)c2cnn(C)c2n1,11,-3,1,1,-6,10*,6,31,0.2
Cn1cc(CCNC(=O)c2ccc3nc(Cc4ccccc4F)oc3c2)cn1,25,3,-1,1,10,-1.1,-1,7,0.0
Cc1cccc(NC(=S)Nc2cccc(C)n2)n1,-15,-16,4,-4,4,-0.4,-2,17,-0.1
COc1ccc(-c2n[nH]c(=S)n2-c2ccc3c(c2)OCCO3)cc1,7,-2,2,1,13,3.1,-2,-1,0.1
O=C(Nc1ccc2c(c1)OCO2)C1CCN(Cc2cnn(-c3ccccc3)c2-n2cccc2)CC1,4,3,4,0,-1,-0.9,1,5,0.0
CCC1CCCCN1CCCNC(=O)C(C)n1nc(C)c2sc3ccccc3c2c1=O (stereo not given),-7,-15,3,-5,-1,0.8,-2,3,-0.1
CC(OC(=O)c1ccccc1OCc1ccc(Cl)cc1)C(N)=O (stereo not given),-3,-3,7,-4,2,-0.8,1,24,0.0
O=C(Nc1ccc(F)cc1F)C1CCN(C(=O)c2ccc(Br)cc2)CC1,7,-1,-1,0,-4,0.1,0,0,-0.1
CCOC(=O)CC(=O)CSc1nc(-c2ccc3c(c2)OCO3)cc(C(F)(F)F)c1C#N,4,-24,-1,12,-2,2.9,-4,-4,-0.1
CC(=O)c1cccc(NC(=O)CCN2C(=O)C3C4CCC(C4)C3C2=O)c1 (stereo not given),-10,-1,7,-1,-7,-0.6,0,16,0.6
C/C(=N\NC(=O)c1cc(O)ccc1O)c1cccc(NC(=O)c2cccc(Cl)c2)c1,-4,-7,2,-1,5,0.9,2,20,-0.2
COc1ccc(-n2ccn3c(CCC(=O)N4CCN(c5cccc(C)c5C)CC4)nnc3c2=O)cc1,1,9,0,1,-1,-0.1,0,21,0.2

# Entries above marked active in EBNA-1 inhibitor.
canonical_smiles | core dimer inh | TPT1 inhibitor | EBNA-1 inhibitor | PP5 primary | PREPL inhibitor | Efflux pump mplx
O=C(CSc1nc2ncc(Cl)cc2[nH]1)c1c[nH]c2ccccc12 | 6 | 7 | 31* | 1.4 | 5 | 0.0

# Further structures follow.
SMILES,ZTA counter,core dimer inh,CTSL1 counter,TPT1 inhibitor,EBNA-1 inhibitor,PP5 primary,PP1 counter,PREPL inhibitor,Efflux pump mplx
Cn1ncc(Br)c1C(=O)Nc1ccc(Br)cn1,16,3,-1,0,-2,0.7,-2,-2,-0.2
CC(C)N1CCN(Cc2ccc(-c3ccccc3)cc2)CC1CCO (stereo not given),-10,-1,0,-6,7,0.2,2,26,0.1
O=S(=O)(c1ccccc1)c1nc(-c2ccco2)oc1Nc1ccccc1,-1,2,0,3,7,5.2,3,10,-0.5
COc1cccc(CNc2nc3nc(C)cc(=O)n3[nH]2)c1,14,-2,-7,-2,-5,-0.4,-3,2,-0.1
CCOC(=O)C1=C(C)N=c2s/c(=C\c3ccc(OCC(=O)O)cc3)c(=O)n2C1c1ccc(OC(C)C)cc1 (stereo not given),3,23,5,3,-2,2.6,11,-12,0.2
CCN1C(=O)c2cccc3c(S(=O)(=O)NCCCN4CCOCC4)ccc1c23,1,-1,2,-2,10,-1.6,-2,5,-0.2
COc1cccc(CCNS(=O)(=O)CCNC(=O)c2cccc(OC)c2)c1,-11,-7,0,-1,1,-0.7,-2,10,0.0
CC(C)Oc1ccc(C2C(C#N)=C(N)Oc3c2oc(CO)cc3=O)cc1 (stereo not given),2,6,-2,36*,-6,0.1,2,-21,0.0

# Compound activity (PubChem BioAssay)
